Assay outcomes (PubChem BioAssay)
AID inh: blocks human AID cytidine deaminase activity. Q9GZX7. AID deamination FRET fluorescence, UDG-coupled, 4 h. Potency, µM (titrated, usually from 115 µM), without a hit: at the highest dose activity change, negative = inhibition, most hits filed as inhibitors. actives 0.32% (n = 91,000). AID 1347428; note: nearly all actives have a fitted effect of over 25% in size
Target sequence (Q9GZX7 whole entry, looked up): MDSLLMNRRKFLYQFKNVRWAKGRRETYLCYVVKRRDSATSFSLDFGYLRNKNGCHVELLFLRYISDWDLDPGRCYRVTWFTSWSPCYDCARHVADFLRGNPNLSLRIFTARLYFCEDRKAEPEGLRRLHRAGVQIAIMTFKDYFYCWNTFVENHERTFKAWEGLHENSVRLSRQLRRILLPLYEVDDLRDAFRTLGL
UDG counter: blocks uracil-DNA glycosylase in AID counter-screen. Potency, µM (top dose mostly 115 µM), for inactives: top-dose activity change, negative = inhibition, actives largely listed as inhibitors. FRET deamination/UDG coupled assay, UDG read, 4 h. actives 0.14% (n = 91,000); note: nearly all actives have a fitted effect of over 65% in size
* marks the source's active call; other numbers are inactive results; ? = inconclusive; [ ] = another dose, or the depositor's remark. Calls come from the whole dose curve; as a rule, active = well fitted curve in the direction sought with a large enough effect; inconclusive = small, poorly fitted or top-dose-only effect, or another doubt; inactive = no such curve, though single readings can be large; an effect the other way counts as inactive or inconclusive. % is set by controls: 0 for no effect and ±100 for the full control effect; potency is the fitted concentration of half-maximal effect. These rows are one share of the data; count on the stated rates, not on these rows.

Every second line gives: AID inh, UDG counter
- Cc1ccccc1CNCCCSc1nnnn1-c1ccccc1
  -8%, 5%
- Cc1ccc2c(=O)c(C(=O)c3cccc(Cl)c3)cn(CC(=O)Nc3ccc4c(c3)OCCO4)c2n1
  25%, -10%
- Cc1oc2ncn(CC(C)C)c(=O)c2c1C(=O)NCc1cccc(Cl)c1
  -14%, -9%
- COc1cccc(-c2nc3c(c(SCC(=O)Nc4cc(C)ccc4C)n2)Cc2c(CO)cnc(C)c2O3)c1
  3%, 15%
- NS(=O)(=O)c1ccc(NC(=O)CN2CCN(c3ccc(F)cc3)CC2)cc1
  6%, -2%
- O=C(CCc1nc2ccccc2[nH]1)NC1CCSc2c(F)cccc21 (stereo not given)
  -5%, -5%
- CC(C)(C)NC(=O)c1cnn(-c2ccccc2)c1C1CCN(C(=O)OC(C)(C)C)CC1
  6%, ?
- CCN(c1ccccc1)c1nnc(NC(=O)Nc2cccc(Cl)c2C)s1
  -13%, 5%
- CC(=O)C(C(C)=O)C(NC(=O)c1ccc(C)cc1)(C(F)(F)F)C(F)(F)F
  6%, 7%
- CCSc1nn(CC(=O)Nc2cccc(CC)c2)c(N)c1S(=O)(=O)c1ccccc1
  -2%, ?
- Cc1ccc(C)c(-c2nc3ccccc3c(C(=O)O)c2C)c1
  8%, -1%
- CCOC(=O)c1cc(C)n(CC2CCC(C(=O)Nc3ccc(OCC)cc3)CC2)c1C (stereo not given)
  3%, 2%[57.5 µM]
- Cc1nn2c(=O)cc(COC(=O)Cc3ccccc3)nc2s1
  12%, 8%
- CCCCNC(=O)c1cnc2sc(N3CCCCCC3)nn2c1=O
  -11%, -2%
- O=C(Cc1cccs1)Nc1ccc2c(c1)OCCCO2
  3%, 6%
- COc1cccc(CNC(=O)CN2C(=O)CSc3c2c(C)nn3-c2ccccc2)c1
  1%, 9%
- CCn1c(C)cc(C(=O)CSc2nnc(CN(c3ccccc3)S(C)(=O)=O)n2C)c1C
  4%, -7%
- CC1CCN(Cc2oc(CO)cc(=O)c2O)CC1
  -2%, -3%
- COC(=O)c1ccc(CNC(=O)c2cccc(I)c2)cc1
  -5%, 0%
- COc1cccc(CN2CCCN(CC(=O)Nc3ccc4c(c3)OCCO4)S2(=O)=O)c1
  -25%, 12%

Every second line gives: AID inh, UDG counter
- Cc1ccc(CNCCN2CCCC2)cc1
  10%, -5%
- COc1ccc(CNC(=O)CSc2nc3ccsc3c(=O)n2Cc2ccccc2Cl)cc1
  -16%, 0%
- CCONC(=O)NC(c1ccc(OC)cc1)C(C)C (stereo not given)
  -2%, -3%
- CCCCCOc1ccc(/C=C2\CCc3ccccc3C2=O)cc1
  -8%, -9%
- CCOC(=O)c1ccc(OC(=O)c2cn(-c3cccc(OC)c3)c(=O)c3ccccc23)cc1
  3%, -20%
- CCn1nc(C(=O)NCc2cc3ccccc3[nH]2)c2ccccc2c1=O
  10%, 4%
- Cc1ccccc1Nc1nnc(-c2ccc(C)c(S(=O)(=O)N3CCCCC3)c2)c2ccccc12
  ?, -10%
- CCCCCn1nc(C(=O)Nc2ccccc2C(C)=O)c2ccccc2c1=O
  -2%, -2%
- O=C(NC1CCCC1)C1CCC(Cn2cnnn2)CC1 (stereo not given)
  -2%, -4%
- Cc1cc(C)c(C#N)c(SCc2cc(=O)oc3ccc(O)cc23)n1
  15%, -12%
- CCC(Sc1nc2ccncc2[nH]1)C(=O)Nc1cc(Cl)ccc1C (stereo not given)
  -15%, -10%
- Cc1ccc(SCC(=O)Nc2ccc3oc(-c4ccc(F)cc4)nc3c2)cc1
  62%[activator], 5%
- CCOC(=O)CNS(=O)(=O)c1cc(-c2nn(C)c(=O)c3ccccc23)ccc1C
  -13%, 36%[activator]
- COc1ccccc1CNC(=O)Cc1c(C)c2c(cc(C)c3c(C)c(C)oc32)oc1=O
  3%, 5%
- COc1ccc2[nH]c(=O)c(CN(C3CCCCC3)S(=O)(=O)c3ccccc3)cc2c1
  -9%, -1%
- O=C(NCc1ccccc1)c1ccc(-c2csc(C3CC3)n2)cc1
  -16%, -7%
- Cc1csc2nc(COC(=O)COc3ccccc3F)cc(=O)n12
  235%[activator], ?
- Cc1nc2c(C(=O)NCc3ccccc3Cl)cnn2c(C)c1Cc1c(F)cccc1Cl
  ?, 23%
- O=C(Cn1ncc2c([nH]c3ccccc32)c1=O)NCC1CCN(Cc2ccc(F)cc2)CC1
  0%, 1%[57.5 µM]
- Cc1ncsc1C(=O)N(Cc1ccccc1)C1CC1
  -2%, -3%

Every second line gives: AID inh, UDG counter
- CCCCOc1ccc(CNC(=O)c2ncoc2-c2cccs2)cc1
  -14%, -5%
- COc1cc(NC(=O)CSc2nc(-c3cccs3)cc(C(F)(F)F)n2)cc(OC)c1OC
  1%, -1%
- O=C(Nc1cccc(F)c1)c1cccn2c(-c3ccc(F)cc3)nnc12
  -22%, 4%
- Cc1ccc(C(C)C)c(OCCCn2c(=O)oc3ccccc32)c1
  57%[activator], -16%[57.5 µM]
- COc1ccc(-c2cnc(C)o2)cc1S(=O)(=O)Nc1cccc(Br)c1
  -2%, 2%
- CC1CC1C(=O)NCCSCc1cccs1 (stereo not given)
  -3%, -5%
- O=C(O)c1ccc(-c2cc3ccccc3oc2=O)cc1
  1%, 9%
- CCCCCCOc1ccc(CNCCCOCC)cc1
  -16%, -1%
- Cc1ccc2nc(Cl)c3cc(C(=O)N4CCCCC4C)sc3c2c1 (stereo not given)
  ?, -4%
- Cc1cccc(S(=O)(=O)N2CCC(n3c(CC(C)C)nc4cccnc43)CC2)c1
  ?, -7%
- CCOc1ccc(Oc2coc3cc(O)ccc3c2=O)cc1
  -3%, -4%
- Cc1cc(OCC(=O)NC2CC(C)(C)NC(C)(C)C2)c2c(C)c(C)c(=O)oc2c1
  4%, 7%
- O=C(CSc1nc2ccccc2nc1Cc1ccccc1)N1CCCCC1
  ?, -22%
- Cc1ccc(N2CCN(C(=O)c3ccc4c(Cl)c5c(nc4c3)CCCC5)CC2)c(C)c1
  2%, 0%
- COC(=O)c1ccc(CNC(=O)c2cc(-c3ccc(C)cc3)nc3ccccc23)cc1
  20%, 5%
- CSc1ccc(/C=N/N=C(c2ccccc2)c2ccccc2)cc1
  0%, 0%
- COc1cc(O)ccc1-c1nc2cc(C)ccn2c1Nc1ccccc1C
  -4%, -7%
- COc1ccc(CN2CCN(CC(=O)Nc3ccccc3C(=O)NC3CCCC3)CC2)cc1
  0%, -9%
- C[C@H]1CC2C3CCC4=CC(=O)C=C[C@]4(C)[C@@]3(Cl)[C@@H](O)C[C@]2(C)[C@@]1(O)C(=O)CO (stereo not given in full)
  0%, 3%
- Cc1nnc(NC(=O)c2ccc3c(ccn3C)c2)s1
  6%, -3%

Every second line gives: AID inh, UDG counter
- Cc1cc(C(=O)NCc2ccccn2)sc1C
  10%, 0%
- CCOc1ccccc1CNC(=O)c1ccc2nc(CCc3ccccc3)oc2c1
  10%, 0%
- CCCC(=O)Nc1ccc(C(C)CC)cc1 (stereo not given)
  0%, -5%
- O=C(CCCOc1ccccc1)OCC(=O)c1ccc2c(c1)OCO2
  10%, -4%
- CCOC(=O)c1ccc(NC(=O)CSc2ccc(-c3sc(C)nc3C)nn2)cc1
  4%, 6%
- CC#CC[N+](C)(CC#CC)Cc1ccccc1
  -6%, -8%
- CCOc1ccc(N2C(=O)c3ccccc3NC23CCCCC3)cc1
  -2%, -11%
- Cc1ccc(Nc2nc(N)nc(CSc3nc4ccccc4s3)n2)cc1
  ?, ?
- Cc1cc(C)c(OCC(=O)N(Cc2ccc(N(C)C)cc2)Cc2ccco2)c(C)c1
  ?, -17%
- CC(NC(=O)C1CCN(C(=O)N2CCOc3ccc(Cl)cc32)CC1)c1ccccc1 (stereo not given)
  -11%, 7%
- O=C(Nc1ccc(N2CCN(c3ccc(F)cc3)CC2)c(C(=O)O)c1)c1cccs1
  6%, 9%
- Cc1ccc(CSC2=Nc3ccccc3C3=NC(CC(=O)NCc4ccc5c(c4)OCO5)C(=O)N23)cc1 (stereo not given)
  ?, -12%
- O=C(c1ccc2c(c1)N(Cc1ccccc1)C(=O)c1ccccc1S2(=O)=O)N1CCc2ccccc21
  -13%, -14%
- Cc1cc(F)ccc1-n1nnc(C(N)=O)c1C
  12%, 3%
- CC(C)CCn1c(C2CC(=O)N(Cc3ccc(F)cc3)C2)nc2ccccc21 (stereo not given)
  -9%, -1%
- COc1cccc(NC(=O)c2c(F)cccc2F)c1
  6%, -4%
- COc1ccc(C2=C(N3CCN(c4cccc(C)c4C)CC3)c3ccccc3C2=O)cc1
  ?, -18%
- O=C(Cc1cccs1)N/N=C/c1cccc2ccccc12
  -6%, -5%
- COc1ccc(N(C(=O)c2cc(OC)c(OC)c(OC)c2)S(=O)(=O)c2ccc(C)cc2)cc1
  2%, 0%
- CCOC(=O)N1CCC(NC(=O)c2ccc3c(c2)N(Cc2cc(C)ccc2C)C(=O)c2ccccc2S3=O)CC1 (stereo not given)
  ?, -15%

Every second line gives: AID inh, UDG counter
- Cc1cccc(-n2nnnc2C2(Nc3ccccc3C)CCCCC2)c1
  -13%, -7%
- CSc1ccc(CCNC(=O)C(CCS(C)(=O)=O)N2Cc3ccccc3C2=O)cc1 (stereo not given)
  -6%, -5%
- O=C(Nc1ccc(F)cc1)N1CCN(c2ccccc2F)CC1
  -5%, -10%
- O=C(NCCCN1CCCCCC1)C1CCC1
  -7%, -14%
- CCN(CCCNC(=O)c1cc2cc3ccc(OC)cc3nc2s1)c1ccccc1
  7%, -7%
- O=C1CN(C(=O)C2CCCCC2)C(c2ccccc2)c2cc(F)ccc2N1 (stereo not given)
  -2%, -3%
- COc1cc(C2C3=C(CCCC3=O)OC3=C2C(=O)CCC3)ccc1OCc1ccc(C(=O)O)cc1
  -7%, 2%
- CCOc1ccccc1NC(=O)CSc1nc2cc(OC)c(OC)cc2c2nc(CCn3c(C)nc4ccccc43)nn12
  12%, -23%
- CCOc1ccccc1NC(=O)Cn1c(=O)n(Cc2ccc(C(=O)NCCCOC)cc2)c(=O)c2ccccc21
  10%, -10%
- CC(C)C(NS(C)(=O)=O)C(=O)NCc1cc(F)cc(F)c1 (stereo not given)
  0%, -10%
- Cc1ccc(C(=O)Nc2cc(-c3nn(C)c(=O)c4ccccc34)ccc2N2CCOCC2)cc1
  -9%, -18%
- O=S(=O)(Nc1ccc(-c2ccc(N3CCCC3)nn2)cc1)c1ccc(C(F)(F)F)cc1
  1%, 20%
- CC(=O)c1cccc(S(=O)(=O)NCCC(=O)NC(C)C)c1
  -1%, -2%
- CCC1CCCCN1C(=O)Cn1c(=O)n(-c2ccccc2C(F)(F)F)c(=O)c2c(C)c(C(=O)N(C)C)sc21 (stereo not given)
  -6%, 14%
- CN1CCCC1CCOC(C)(c1ccccc1)c1ccc(Cl)cc1 (stereo not given)
  -28%, -15%
- COc1ccc(-c2c3c(=O)n(C)c(=O)n(C)c3c3c(C)nc4ccccc4n23)cc1
  -18%[57.5 µM], -11%[57.5 µM]
- CS(=O)(=O)c1ccc(F)c(NCc2ccccc2Cl)c1
  -17%, 0%
- O=C(NCc1ccccc1F)c1ccc(CN2CC(=O)N3CCCCC3C2=O)cc1 (stereo not given)
  -14%, -5%
- CN(CC(=O)NC(=O)NC1CCCC1)c1ccccc1
  2%, 9%
- O=C(N/N=C/c1ccc([N+](=O)[O-])o1)c1ccc(NC(=O)C2CCCCC2)cc1
  20%, -4%

Every second line gives: AID inh, UDG counter
- COc1ccc(NC(=O)c2oc3ccccc3c2NC(=O)c2cc3ccccc3o2)cc1
  -17%, -7%
- Cc1cc(C)cc(N2C(=O)CCSC23C(=O)N(Cc2ccccc2)c2ccccc23)c1 (stereo not given)
  -29%, 48%[activator]
- O=C(NCc1ccccc1)c1cc2ccccc2o1
  -17%, -10%
- Cc1nc2nc(N(Cc3ccc(Cl)cc3)C(=O)c3ccco3)[nH]n2c(=O)c1Cc1ccccc1
  -20%, 0%
- COc1cc2c(c(OC)c1)C(c1cc(OC)c(OC)c(OC)c1)CC(=O)N2 (stereo not given)
  -14%, -11%
- Cc1cc(C)c(NC(=O)Cn2c(=O)n(CCC(=O)NCc3ccccc3Cl)c(=O)c3sccc32)c(C)c1
  9%, 0%
- Cc1cccc(OCC(=O)Nc2ccccc2C(=O)OCc2cc(=O)n3ccsc3n2)c1
  6%, -4%
- Cc1nnc(NCc2ccccc2)c2c1nnn2Cc1ccccc1Cl
  19%, -1%
- Cc1cccc(-n2ncc3c(NCCOCCO)ncnc32)c1
  -3%, -8%
- CCOC(=O)c1ccc(Nc2c(-c3ccc(N(C)C)cc3)nc3nc[nH]n23)cc1
  19%, 15%
- COc1ccc(CN2C(=O)c3oc4ccccc4c(=O)c3C2c2ccc(O)c(OC)c2)cc1 (stereo not given)
  6%, -7%
- COC(=O)C(C)NC(=O)c1ccc(COC(C)=O)cc1 (stereo not given)
  8%, 5%
